MT1-MMP act inh = MT1-MMP (human) activation inhibition; P50281; HT1080 RFP-PRO-GFP cells, GFP/RFP ratio fluorescence, overnight; percent of plate control window, DMSO zero; GFP/RFP ratio change, % at 20 µM; 360,000 compounds, 0.061% hits; AID 651647;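 active = GFP/RFP ratio change of at least 30% with cell ATP level not reduced by more than half and red fluorescence within 50% of control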; note: strong numbers were not always called active
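system = RFP-PRO-GFP reporter HT1080 cells | dosing = 20 µM single dose, 1% DMSO | timing = overnight cell settling, then overnight compound exposure, 37 °C, 5% CO2 | read-out basis = GFP/RFP fluorescence ratio | controls = DMSO and RFP-L50D-GFP cell wells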
MsrA inhibitor = bovine MsrA inhibition; inhibition, % at 15.5 µM; AID 651718; purified bovine MsrA, absorbance read-out; 360,000 compounds, 0.75% hits; in the data active = inhibition above about 4.5%;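 note: 0% = vehicle wells with enzyme and 100% = reference inhibitor wells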
eLon inh = inhibitors of E. coli Lon protease. P0A9M0. purified E. coli Lon protease, fluorescence polarization. inhibition, % at 7.94 µM. 360,000 compounds, 0.42% hits. AID 602123; in the data active = inhibition above about 13%, passing the limit was not always enough;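 note: 0% = enzyme with probe and DMSO and 100% = no enzyme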
CendR NRP1 mod = modulators of CendR peptide binding to human neuropilin-1; 360,000 compounds, 0.85% hits; FAM-RPARPAR peptide binding to NRP-1, fluorescence polarization; O14786; inhibition, % at 25 µM; AID 602438;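 active = inhibition or corrected inhibition above about 18%, plus a signal ratio from 0.5 to 1.5, limit read from the data, passing the limit was not always enough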; note: strong numbers were not always called active
MLLE-PAM2 inh = inhibitors of microRNA-mediated deadenylation, human PABP1 MLLE binding; P11940; GST-MLLE / FITC-PAM2 fluorescence polarization; inhibition, % at 20 µM; 360,000 compounds, 0.36% hits; in the data active = inhibition above about 35%, passing the limit was not always enough;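 note: plate controls were DMSO wells with GST-MLLE for no effect and wells lacking GST-MLLE protein for full effect; some results filed as inactive read as strong as hits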
Target sequence (P11940 whole entry, looked up): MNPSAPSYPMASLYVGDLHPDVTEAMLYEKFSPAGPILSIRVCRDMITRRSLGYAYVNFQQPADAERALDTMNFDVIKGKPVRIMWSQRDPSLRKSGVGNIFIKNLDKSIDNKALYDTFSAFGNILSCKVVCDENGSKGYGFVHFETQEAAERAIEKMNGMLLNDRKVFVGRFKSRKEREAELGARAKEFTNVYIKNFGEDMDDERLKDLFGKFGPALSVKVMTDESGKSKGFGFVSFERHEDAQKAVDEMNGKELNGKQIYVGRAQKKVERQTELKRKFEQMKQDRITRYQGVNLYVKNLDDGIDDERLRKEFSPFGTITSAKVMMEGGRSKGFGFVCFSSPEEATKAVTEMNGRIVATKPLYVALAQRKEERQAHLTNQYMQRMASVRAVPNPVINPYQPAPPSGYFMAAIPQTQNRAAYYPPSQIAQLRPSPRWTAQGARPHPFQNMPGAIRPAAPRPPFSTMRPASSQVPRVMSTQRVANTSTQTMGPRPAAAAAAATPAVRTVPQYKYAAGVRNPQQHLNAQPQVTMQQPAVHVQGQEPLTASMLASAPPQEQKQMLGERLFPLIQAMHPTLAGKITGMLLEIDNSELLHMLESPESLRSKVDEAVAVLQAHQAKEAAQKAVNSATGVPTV
Tb MetRS inh = Trypanosoma brucei MetRS inhibition; purified T. brucei MetRS, ATP depletion, Kinase-Glo luminescence; inhibition, % at 11.9 µM; 360,000 compounds, 0.4% hits; AID 624268;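 active = inhibition above a per-plate cutoff of the control wells' mean inhibition plus 3 SD, cut at about 5.5% in these data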;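 note: 0% = DMSO wells median and 100% = median of wells with control inhibitor compound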
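assay system = parasite MetRS enzyme | timing = 15 min preincubation, 2 h reaction, all 25 °C | evaluation = percent inhibition relative to median high and low control wells | medium = HEPES buffer containing pyrophosphatase, BSA, spermine, DTT | compound = single dose, 11.9 µM final nominal, 0.9% final DMSO | detection = Kinase-Glo luminescence, ATP depletion format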
FAS-TE inh = FAS thioesterase (human) inhibition. recombinant FAS-TE, OMFH fluorogenic substrate, fluorescence endpoint. inhibition, % at 15 µM. P49327. 360,000 compounds, 0.67% hits;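 active = compounds whose normalised, plate-corrected inhibition of enzyme fluorescence in the single-dose primary screen is 50% or more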;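 note: 0% = DMSO with enzyme and 100% = substrate without enzyme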
bovine MsrA act = activates bovine MsrA enzyme. purified bovine MsrA, absorbance read-out. activation, % at 10.6 µM. 360,000 compounds, 0.3% hits; in the data active = activation above about 7.5%;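 note: 0% = vehicle and 100% = reference activator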
SKN-1 block = inhibitors of C. elegans SKN-1 | C. elegans VP596 Pgst-4::GFP/RFP ratio, acrylamide-induced, 24 h | inhibition, % at 21.8 µM | 360,000 compounds, 0.49% hits;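 active = interference check ratio from 0.5 to 1.5 plus GFP to RFP signal ratio inhibition reaching or exceeding a fixed threshold, cut at about 30% in these data, passing the limit was not always enough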; note: some compounds called inactive have numbers as strong as hits
Numbers without * were called inactive; . = not tested or not shown. An unsorted share of the library; any-hit rate near 4%.

molecule	MT1-MMP act inh	MsrA inhibitor	eLon inh	CendR NRP1 mod	MLLE-PAM2 inh	Tb MetRS inh	FAS-TE inh	bovine MsrA act	SKN-1 block
O=C(CSc1nc(C2CCCCC2)n(-c2ccccc2)n1)NCC(F)(F)F	-2	-0.3	22	-4	10	-1.1	10	-6	2
CC1(C)CC2(CC(c3ccccc3)c3ccc(O)cc3O2)NC(=S)N1 (stereo unspecified)	-7	1.6	-6	-1	-107	-0.3	-1	-1	8
CCN(CC1COc2ccccc2O1)S(=O)(=O)c1ccc(C)cc1 (stereo unspecified)	3	0.3	-8	0	0	-0.9	17	0	2
O=C(NC1CCCCCC1)c1cc(S(=O)(=O)N2CCOCC2)ccc1F	0	1.0	3	1	-1	-0.1	-4	-2	20
NC(=O)C(C(=O)/C=C/c1ccc(Cl)cc1)=C1SCCS1	-14	1.8	0	14	-41	-0.2	0	-4	0
CN(Cc1ccccc1)c1ncnc(N)c1[N+](=O)[O-]	-14	2.1	4	-5	-15	-1.4	-2	-13	6
CCOC(=O)[C@]12CCCC=C1N(CCC1=CCCCC1)C(=O)[C@H](CC(=O)NCc1ccc(C)o1)C2	18	1.6	.	-8	.	0.0	.	.	-11
COC(=O)C1CCC(=S)N1C(=O)c1ccccc1 (stereo unspecified)	-5	-0.4	-8	-6	28	-0.8	3	-2	0

The closing six compounds of the part before come first, to join the parts.
molecule	MT1-MMP act inh	MsrA inhibitor	eLon inh	CendR NRP1 mod	MLLE-PAM2 inh	Tb MetRS inh	FAS-TE inh	bovine MsrA act	SKN-1 block
CCN(CC1COc2ccccc2O1)S(=O)(=O)c1ccc(C)cc1 (stereo unspecified)	3	0.3	-8	0	0	-0.9	17	0	2
O=C(NC1CCCCCC1)c1cc(S(=O)(=O)N2CCOCC2)ccc1F	0	1.0	3	1	-1	-0.1	-4	-2	20
NC(=O)C(C(=O)/C=C/c1ccc(Cl)cc1)=C1SCCS1	-14	1.8	0	14	-41	-0.2	0	-4	0
CN(Cc1ccccc1)c1ncnc(N)c1[N+](=O)[O-]	-14	2.1	4	-5	-15	-1.4	-2	-13	6
CCOC(=O)[C@]12CCCC=C1N(CCC1=CCCCC1)C(=O)[C@H](CC(=O)NCc1ccc(C)o1)C2	18	1.6	.	-8	.	0.0	.	.	-11
COC(=O)C1CCC(=S)N1C(=O)c1ccccc1 (stereo unspecified)	-5	-0.4	-8	-6	28	-0.8	3	-2	0
COc1ccc(/C=C/C(=O)OCC(=O)Nc2cccc(S(=O)(=O)NC3=NCCCCC3)c2)cc1	4	1.9	-5	-8	-12	-0.3	-4	-10	12
COc1cccc(-c2cc3c(c4c2ccn4C)C2CCC3C2)c1 (stereo unspecified)	12	0.8	-7	4	2	0.0	24	-3	2
C=CCOC(=O)C1=C(C)NC(SCC(=O)Nc2ccccc2)=C(C#N)C1c1ccco1 (stereo unspecified)	-4	1.1	-6	4	-11	0.1	7	-5	3
O=C(C[C@@H]1C/C=C/CC[C@H](Cc2ccc(F)cc2)C(=O)O[C@H](c2ccccc2)CNC1=O)NCCO	0	2.6	-20	7	9	-0.6	-10	-13	-6
COc1ccc(C(=O)NCC(c2ccco2)N(C)C)cc1S(=O)(=O)NCc1ccc(Cl)cc1 (stereo unspecified)	-2	1.0	-4	-1	1	-0.2	-4	-3	1
CCCOc1ccc(N2C(=O)CC(N(CCC)C(=O)CCC(=O)O)C2=O)cc1 (stereo unspecified)	-1	0.3	2	-5	-4	-1.3	-8	-10	15
O=C1NC(Cc2ccccc2)c2nc3cc(F)c(F)cc3c(=O)n2-c2ncccc21 (stereo unspecified)	-4	0.6	-10	-7	0	-0.4	5	9.7*	5
C[C@H](CO)N1C[C@H](C)[C@@H](CN(C)Cc2ccc(Cl)c(Cl)c2)Oc2ccc(NC(=O)Cn3cnnn3)cc2C1=O	2	-0.5	2	2	2	-0.3	0	-5	1

Other records follow.
molecule	MT1-MMP act inh	MsrA inhibitor	eLon inh	CendR NRP1 mod	MLLE-PAM2 inh	Tb MetRS inh	FAS-TE inh	bovine MsrA act	SKN-1 block
CC(=O)c1ccc(OC(=O)C2CC(=O)N(c3cccc(C)c3)C2)cc1 (stereo unspecified)	-9	2.3	-3	-10	12	-0.8	23	-6	-4
O=C(Nc1ccc(F)cc1)c1cccnc1NCCc1ccccc1	-7	1.3	1	-15	11	0.6	29	-4	18
Cc1nn(C)c(C(=O)N/N=C/c2ccncc2)c1Cl	1	1.6	-2	-6	-2	-0.1	-5	-3	12
CCC(=O)NC(=S)NNC(=O)COc1ccc(Br)cc1	3	-1.1	-4	0	-59	0.4	-5	-4	2
COC(=O)Cc1ccc(O)c(N)c1	5	2.9	1	16	-7	1.9	-4	-3	-7
CCCCn1c(N)c(N(CC(C)C)C(=O)C2CCN(C(=O)c3ccc(F)cc3)CC2)c(=O)[nH]c1=O	-1	-0.1	-10	4	-13	-0.7	-5	-4	1
O=S(=O)(c1ccc(Cl)c(F)c1)N1CCC(c2nc(-c3ccncc3)no2)CC1	3	-0.2	3	10	3	0.0	4	-1	-3
CCCn1c(=S)[nH]c2cc(C(=O)N3CCc4ccccc4C3)ccc2c1=O	-1	2.4	1	-8	-78	3.0	13	-3	5

The list continues.
molecule	MT1-MMP act inh	MsrA inhibitor	eLon inh	CendR NRP1 mod	MLLE-PAM2 inh	Tb MetRS inh	FAS-TE inh	bovine MsrA act	SKN-1 block
CCc1ccccc1NS(=O)(=O)c1ccc(OC)c2ncccc12	5	0.4	-11	-6	4	0.4	-12	-1	15
COc1ccc(CCNC(=O)COC(=O)c2ccccc2NCCO)cc1OC	-6	1.2	9	-5	-14	-0.1	-3	-7	2
O=C(Cc1cccs1)N/N=C/c1ccccn1	4	-0.3	-1	-23	3	-0.4	2	-2	5
COC(=O)c1c(NC(=O)C(=O)N2CCOCC2)sc2c1CCC2	4	2.0	8	0	6	-0.1	1	-7	7
O=c1[nH]c(=O)n(Cc2ccccc2)c2nc(-c3ccco3)cc(C(F)(F)F)c12	6	-0.6	-5	-25	-17	-0.7	5	-4	-3
CC1C/C(=N\NC(N)=S)c2cc(Cl)ccc2S1 (stereo unspecified)	-4	-0.4	0	-21	-22	0.5	-2	-3	14
O=C(CN(c1ccccc1)S(=O)(=O)c1ccccc1)NCCSc1nc2ccccc2s1	.	-0.6	-2	12	9	-1.5	16	-10	6
COc1ccc(C(C)C)cc1S(=O)(=O)N1CCC(C(=O)NCC2CCCO2)CC1 (stereo unspecified)	-1	-0.2	-4	5	4	0.2	-7	-1	12

Going on with the list:
molecule	MT1-MMP act inh	MsrA inhibitor	eLon inh	CendR NRP1 mod	MLLE-PAM2 inh	Tb MetRS inh	FAS-TE inh	bovine MsrA act	SKN-1 block
COc1ccc2cc3cc(C(=O)NC(C)C)oc3nc2c1	7	4.1	2	12	0	0.1	4	-5	20
COc1cc(OC)cc(C(=O)NC(=S)NCCc2ccccc2)c1	8	1.7	-1	-16	21	-0.1	26	-3	2
Cc1ccc(OCCSc2nc3ncnc(N)c3[nH]2)cc1	4	0.9	9	7	-8	0.7	0	-2	-7
CCCC(=O)NC(=S)Nc1cccc(Cl)c1N1CCCC1	-9	2.9	6	9	45*	-0.6	26	-1	-6
Cc1ccc(NC(=O)CCC(=O)NNC(=O)Cc2ccccc2)cc1C	3	-0.1	4	-3	5	-0.1	-5	-1	12
COC(=O)c1ccc(CN2C(=O)NC3(CCC(C)CC3)C2=O)o1 (stereo unspecified)	2	-0.8	-11	-8	-3	0.3	-10	-1	3
CC(C)NS(=O)(=O)c1ccc(NC(=O)C(C)OC(=O)CCC2CCCCC2)cc1 (stereo unspecified)	-1	0.5	1	9	-9	0.1	16	-2	-1
CCOc1ccccc1C(=O)N(CCC(=O)OC)c1ccccn1	-4	-0.7	10	7	6	-0.3	-6	-3	11

Rewritten field by field: entries from further up
O=S(=O)(c1ccc(Cl)c(F)c1)N1CCC(c2nc(-c3ccncc3)no2)CC1
  MT1-MMP act inh: 3; MsrA inhibitor: -0.2; eLon inh: 3; CendR NRP1 mod: 10; MLLE-PAM2 inh: 3; Tb MetRS inh: 0.0; FAS-TE inh: 4; bovine MsrA act: -1; SKN-1 block: -3

CCCn1c(=S)[nH]c2cc(C(=O)N3CCc4ccccc4C3)ccc2c1=O
  MT1-MMP act inh: -1; MsrA inhibitor: 2.4; eLon inh: 1; CendR NRP1 mod: -8; MLLE-PAM2 inh: -78; Tb MetRS inh: 3.0; FAS-TE inh: 13; bovine MsrA act: -3; SKN-1 block: 5

CCc1ccccc1NS(=O)(=O)c1ccc(OC)c2ncccc12
  MT1-MMP act inh: 5; MsrA inhibitor: 0.4; eLon inh: -11; CendR NRP1 mod: -6; MLLE-PAM2 inh: 4; Tb MetRS inh: 0.4; FAS-TE inh: -12; bovine MsrA act: -1; SKN-1 block: 15

COc1ccc(CCNC(=O)COC(=O)c2ccccc2NCCO)cc1OC
  MT1-MMP act inh: -6; MsrA inhibitor: 1.2; eLon inh: 9; CendR NRP1 mod: -5; MLLE-PAM2 inh: -14; Tb MetRS inh: -0.1; FAS-TE inh: -3; bovine MsrA act: -7; SKN-1 block: 2

The list goes on:
molecule	MT1-MMP act inh	MsrA inhibitor	eLon inh	CendR NRP1 mod	MLLE-PAM2 inh	Tb MetRS inh	FAS-TE inh	bovine MsrA act	SKN-1 block
C[C@H](NC(=O)N1CCC(Cc2ccccc2)CC1)C(=O)O	-7	-0.2	0	-5	-3	-0.7	-5	-7	-4
Cc1c(C(=O)OCC(O)=C(C#N)c2nc3ccccc3[nH]2)oc2ccc(Br)cc12	-10	0.8	-19	-53	-38	-0.4	-2	-9	-17
Cc1nn(C)cc1/C=N/n1nnnc1N	2	0.2	3	-15	-4	-0.1	-9	-1	2
COc1ccc(OCc2cc(C(=O)NC(C)c3csc(C)n3)no2)c(Cl)c1 (stereo unspecified)	-2	-0.2	7	7	1	1.3	2	-2	26
O=C(Oc1ccc2ccccc2c1)c1cncc(Br)c1	3	1.8	-8	10	4	-0.2	-3	0	-5
CC(C(=O)NNS(=O)(=O)c1cccc(C(F)(F)F)c1)n1nnc(N2CCOCC2)n1 (stereo unspecified)	-2	0.2	2	-6	-10	2.6	-2	-1	0
COc1cc(CNCCSc2nnnn2C)cc(Br)c1OCc1ccc(F)cc1	3	2.5	8	3	-13	-0.2	1	0	34
COc1cccc(CN(C)C(=O)CN2C(=O)NC(c3ccccc3)(c3ccccc3)C2=O)c1	-3	0.1	-6	0	5	-0.1	13	-2	-13

Screening data as filed in PubChem BioAssay.
